RBX1-CUL1 inh: inhibitors of human ROC1-CUL1 ubiquitin ligase activity | E3 ubiquitin-protein ligase RBX1 (Homo sapiens) + Cullin-1 (Homo sapiens), P62877+Q13616 | in vitro K48 di-Ub FRET, acceptor:donor ratio, 45 min | inhibition, % at 10 µM | actives 0.6% (n = 140,000) | AID 1347404, 2020; in the data active = inhibition above about 25%
Target sequence (P62877 whole entry, looked up): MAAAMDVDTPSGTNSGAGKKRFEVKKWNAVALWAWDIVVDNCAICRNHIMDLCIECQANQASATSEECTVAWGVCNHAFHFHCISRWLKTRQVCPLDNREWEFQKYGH
Target sequence (Q13616 whole entry, looked up): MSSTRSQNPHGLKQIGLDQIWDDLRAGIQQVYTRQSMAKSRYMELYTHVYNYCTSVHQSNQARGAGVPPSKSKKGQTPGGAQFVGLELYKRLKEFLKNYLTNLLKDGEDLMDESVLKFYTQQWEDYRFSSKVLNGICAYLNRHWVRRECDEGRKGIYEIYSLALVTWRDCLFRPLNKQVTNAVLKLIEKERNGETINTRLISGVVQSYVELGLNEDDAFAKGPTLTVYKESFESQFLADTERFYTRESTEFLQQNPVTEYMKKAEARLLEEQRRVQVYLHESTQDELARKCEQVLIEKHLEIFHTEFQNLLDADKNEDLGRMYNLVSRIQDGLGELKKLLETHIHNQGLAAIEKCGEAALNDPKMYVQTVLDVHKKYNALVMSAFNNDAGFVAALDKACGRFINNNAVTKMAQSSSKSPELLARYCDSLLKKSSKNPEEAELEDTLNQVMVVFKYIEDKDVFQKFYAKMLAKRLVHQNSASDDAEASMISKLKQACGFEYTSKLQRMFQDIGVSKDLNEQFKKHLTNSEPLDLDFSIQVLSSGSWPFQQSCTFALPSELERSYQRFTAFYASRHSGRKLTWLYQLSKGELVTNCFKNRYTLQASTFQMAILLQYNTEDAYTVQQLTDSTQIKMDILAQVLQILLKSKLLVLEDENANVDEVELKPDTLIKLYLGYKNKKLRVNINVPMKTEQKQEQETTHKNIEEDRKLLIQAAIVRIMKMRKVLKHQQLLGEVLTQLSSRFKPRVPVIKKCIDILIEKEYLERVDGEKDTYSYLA
The depositor's hits bear a star.

RBX1-CUL1 inh,SMILES
16,C=CCN1C(=O)S/C(=C/c2ccc(OCc3ccc(C(=O)O)cc3)c(Br)c2)C1=O
0,Cc1cc(C(F)(F)F)nn1CC(=O)NNC(=S)Nc1ccc(Cl)cc1
-5,CC(C)CN1CC(=NC(=O)Nc2cccc(C(F)(F)F)c2)c2ccccc2C1=O
6,C=CCOc1ccc2c3c(c(=O)oc2c1)CCC3
-2,Cn1c(-c2ccccc2)cc(C(F)(F)F)c(C#N)c1=O
1,CCOc1ccc(S(=O)(=O)N(CC(=O)NCCc2ccc(OC)cc2)c2ccccc2)cc1
13,Cn1c(CSCc2ccc(Cl)cc2)n[nH]c1=S
11,Cc1ccc(NC(=O)COc2ccccc2)cc1O
-7,CCC1CN(C(=O)N2CCC(C(=O)N3CCN(c4cc(C)ccc4C)CC3)CC2)c2ccccc2O1 (stereo not given)
-4,CCSc1nnc2n(N)cnn12
-8,Cc1ccc(NC(=O)CSc2nnc(CCc3ccccc3)n2C)c(Br)c1
4,CCn1c(SCC(=O)Nc2ccc3c(c2)oc2ccccc23)nnc1-c1ccc(N)cc1
-3,Cc1c(-c2ccccc2)nc2sc3c(c2c1N)CCCCC3
10,O=S(=O)(c1ccccc1)c1nc(-c2ccccc2)oc1N1CCCCC1
-4,Cc1cc(C)n(-c2ncc(-c3ccc(Br)cc3)s2)n1
-2,COc1cc(OC)cc(-n2c(=O)[nH]c3cc(C(=O)NCCc4ccc(C)cc4)ccc3c2=O)c1
1,CC(=O)O[C@H]1c2ccccc2-c2ccccc2[C@@H]1OC(C)=O
-5,COc1cc(NC(=O)CCNC(=O)Cn2ccc3ccccc3c2=O)cc(OC)c1OC
3,CCOC(=O)c1c(C)n(-c2ccccc2)c2ccc(OC(=O)c3ccccc3NC(=O)C(C)(C)C)cc12
-15,CC(C)N1CCN(c2ncccc2S(N)(=O)=O)CC1
2,O[C@@H]1CN(C/C(Cl)=C/c2ccccc2)CC[C@H]1N1CCCCCC1
1,COc1ccccc1Oc1ncccc1CNC1CCCC1
-8,CCc1ccc(-n2c(N3CCN(c4cccc(Cl)c4)CC3)nc3ccccc3c2=O)cc1
-2,COC(=O)[C@@H](NC1CCN(c2ccc(NC(=O)COc3ccccc3)cc2)CC1)c1ccccc1
-1,COc1ccc(C)cc1NC(=O)Nc1nnc(N2CCCCC2)s1

(more compounds)
RBX1-CUL1 inh,SMILES
2,COc1ccc(-c2nnc(SCC(=O)N3CCCCC3)o2)cc1
-2,COC(=O)c1c(NC(=O)/C(C#N)=C/c2ccc(OC)cc2)sc2c1CCC2
-7,Cc1cccc(CCNC(=O)C2C=Nc3ccc(S(=O)(=O)Nc4ccccc4F)cc3C2=O)c1 (stereo not given)
10,Cc1ccccc1C(=O)N1CCN(c2ccc(NC(=O)c3cccc(Br)c3)cc2)CC1
3,COc1ccc(NC(=O)C2CCCN(S(=O)(=O)c3ccc(F)cc3)C2)cc1 (stereo not given)
-5,CCc1ncc(CN2CCC3(CCCN(Cc4cccc(OC)c4)C3=O)C2)cn1 (stereo not given)
5,CCOC(=O)c1c(NC(=O)C(C)Sc2cn(CCNC(=O)c3ccccc3OC)c3ccccc23)sc2c1CCC2 (stereo not given)
10,O=C1N(c2ccc3c(c2)OCCO3)C(c2ccc(Cl)cc2)C1(F)F (stereo not given)
-4,O=C(c1cc(COc2ccccc2)on1)N1CCCCC1CCn1cccn1 (stereo not given)
-8,COc1ccc(Cl)cc1NC(=O)c1ccccc1F
3,CCS(=O)(=O)N1CCc2cc(C(=O)Nc3cc(C(F)(F)F)ccc3Cl)ccc21
0,COc1ccc(/C=C2\SC(=O)N(Cc3ccccc3)C2=O)cc1
-3,CC(C)(C)c1nc(C(C)(C)C)c(Br)c(=O)[nH]1
5,COc1ccc(-c2nnc(SCC(=O)N3CCOCC3)nc2-c2ccc(OC)cc2)cc1
3,Cc1cccc2c1[nH]c1nc(N/N=C\c3ccc(O)cc3O)nnc12
-5,CN(Cc1ccccn1)C(=O)c1cc(COc2ccc3ncccc3c2)on1
7,Cn1nnnc1SCCCNCc1cc(Cl)ccc1OCc1ccc(F)cc1
13,Cc1ccccc1N1CCN(C(=O)c2ccccc2NC(=O)c2ccccc2C(=O)O)CC1
3,O=C(CSc1nc2ccc(NC(=O)c3ccc(F)cc3)cc2s1)NCc1ccccc1
2,CC(C)c1cnc2c(c1SCC(=O)c1ccccc1)c(=O)n(C)c(=O)n2C
3,CC(NC(=O)c1cc(-c2ccc3c(c2)OCO3)nc2ccccc12)C1CCCO1 (stereo not given)
1,Cc1ccc(S(=O)(=O)NC2CCCCCC2)cc1C
-11,COc1ccc(C(=O)Nc2ccc3oc(-c4cccnc4)nc3c2)cc1OC
1,CCOC(=O)C1(Cc2ccccc2C(F)(F)F)CCN(Cc2ncc[nH]2)CC1
8,Cc1cccn2c(=O)c3cc(C(=O)NC(C)c4ccccc4)c(=N)n(CCCO)c3nc12 (stereo not given)

Later entries
RBX1-CUL1 inh,SMILES
5,COc1ccccc1CCNC(=O)Cc1ccc(N2CCC(NCCn3cccn3)CC2)cc1
1,COc1ccc(CN(Cc2cccnc2)CC2CCCN(C3CCCCC3)C2)cc1OC (stereo not given)
7,COc1ccccc1C(=O)Nc1ccccc1C(C)C
-1,N#Cc1ccccc1N=NNc1ccccc1C#N
-1,CCC(CC)NC(=O)c1c(-c2c(F)cccc2Cl)noc1C
5,COC(=O)C(NNc1ccccc1C)(NC(=O)c1ccc(C)cc1)C(F)(F)F (stereo not given)
15,CC(C)c1ccc(NC(=O)CCn2c(=O)c3cccn3c3ccccc32)cc1
-7,CCCc1nc(SCc2ccccc2Cl)n[nH]1
11,Cn1c(SCc2ccc(F)cc2)nc2ccc(C(=O)NCc3cccc(Cl)c3)cc21
4,Cc1nc2nc(NC(=O)c3ccc(C(C)(C)C)cc3)[nH]n2c(=O)c1C
3,CCCCCCCCN1C(=O)C(C=Nc2cc(Cl)ccc2C(=O)c2ccccc2)C(=O)N(CCCC)C1=O (stereo not given)
2,CC(=O)NC(=S)Nc1ccccc1C(=O)Nc1ccccc1
-1,CCn1c(COc2ccccc2)nnc1SCC(=O)Nc1ccc(Cl)c(Cl)c1
5,Cc1oc2ncnc(N3CCOCC3)c2c1C(=O)N1CCN(c2cccc(C(F)(F)F)c2)CC1
2,C1=CC2CCC(OC3CCC4C=CCC3S4)C(C1)S2 (stereo not given)
0,CCOc1ccc(C2c3c(n[nH]c3COC)OC(=N)C2C#N)cc1OCC (stereo not given)
-2,CCOC(=O)c1c(C)[nH]c(C=C2C(=O)CC(C)(C)CC2=O)c1O
2,CC(/C=C/c1ccco1)=N\NC(=O)C12CC3CC(CC(C3)C1)C2
-7,CC1CCc2c(sc(NC(=O)c3ccccc3Cl)c2C(=O)N2CCCCCC2)C1 (stereo not given)
-3,CCOC(=O)C1=C2Oc3ccccc3N2C(=O)C(=NC(=O)c2ccc(F)cc2)C1
-4,COc1cc(CC2(CCC(=O)NCc3cnn(-c4ccccc4OC)c3)CCC(=O)N2)ccc1F (stereo not given)
-9,O=C(CSc1nnnn1-c1ccc(Cl)cc1)Nc1cccc(Cl)c1Cl
4,CC1=CC(C)(C)N2C(=O)C3(NC(=O)c4ccccc4N3)c3cccc1c32 (stereo not given)
0,COc1ccc(-c2c3c(=O)n(C)c(=O)n(C)c3c3c(-c4ccccc4)cc(C)nn23)cc1
1,COc1ccccc1/C=C1\CCCc2ccccc2C1=O

Molecules shown so far containing a furan ring, fused or not:
RBX1-CUL1 inh,SMILES
4,CCn1c(SCC(=O)Nc2ccc3c(c2)oc2ccccc23)nnc1-c1ccc(N)cc1
5,Cc1oc2ncnc(N3CCOCC3)c2c1C(=O)N1CCN(c2cccc(C(F)(F)F)c2)CC1
2,CC(/C=C/c1ccco1)=N\NC(=O)C12CC3CC(CC(C3)C1)C2

Additional results:
RBX1-CUL1 inh,SMILES
-12,Cc1ccc(NC(=O)C2CCCN(S(=O)(=O)c3ccc4c(c3)oc(=O)n4C)C2)cc1Cl (stereo not given)
1,Cn1c(=O)c2c(nc3n(CCc4ccccc4)c(C(C)(C)C)cn23)n(C)c1=O
2,CCOC(=O)C1=C(c2ccccc2)N=c2s/c(=C/c3cccc([N+](=O)[O-])c3O)c(=O)n2C1c1cccc(OC)c1 (stereo not given)
-8,COCc1noc(-c2ccc(NCc3cccnc3)nc2)n1
11,Cc1ccc(C(C)C)c(OCC(O)CN2CCSCC2)c1 (stereo not given)
0,Cc1ccc(NC(=O)c2cnc(SCC(=O)N3CCOCC3)n(C)c2=O)cc1
-4,Cc1ccccc1OCC(=O)Nc1ccc(S(=O)(=O)N(Cc2ccccc2)c2ccccc2)cc1
0,CC(NC(=O)c1cc(Br)c(Br)s1)c1ccncc1 (stereo not given)
7,O=C1c2ccccc2-n2nnc(-c3ccco3)c21
7,CCC1CN(Cc2c(OC)cccc2OC)Cc2cc(OC)ccc2O1 (stereo not given)
0,Brc1ccc(-c2nnc3sc(CN4CCCCC4)cn23)cc1
3,Cc1ccc(C)c(NC(=O)COc2cc(Cl)c(Cl)cc2Cl)c1
3,CCCCC(=O)Oc1ccc(Cl)cc1
3,CCc1c(C)nc2nc(-c3ccccc3)nn2c1NCc1ccc(C)cc1
-3,CC(=O)c1cc(C(=O)N2CCCC(CCC(=O)N(C)CCc3ccccn3)C2)cs1 (stereo not given)
6,Cc1cc(C)n(CCC(=O)N=Nc2c(O)n(Cc3ccccc3)c3ccccc23)n1
3,Cc1ccc(NC(=O)CSc2ccc(-c3sc(-c4ccccc4)nc3C)nn2)cc1F
0,Cc1ccc(C(=O)Nc2ccc(N3CCC(NCC4(c5ccccc5)CCOCC4)CC3)cc2)c(C)c1
-9,CCOc1nc(SCCOc2ccccc2)nc(N(C)C)n1
5,COc1ccc(CCCC(=O)O)c2ccccc12
0,COc1cccc(C(=O)Nc2ccccc2-c2nc3ccccc3s2)c1
-9,CCOC(=O)c1[nH]ncc1[C@@H]1C[C@H]2CN(c3ccccc3)C(=O)[C@]23CCCN13
2,COc1ccc(-n2cc3c(-c4ccc(-c5ccccc5)cc4)nnc(C)c3n2)cc1
0,CC1=C(C(=O)NCc2cccc(Br)c2)C2(CCCCC2)OC1=O
8,O=C(C1CC1)N1CCCC(CCc2cccc(F)c2)C1 (stereo not given)

New compounds follow:
RBX1-CUL1 inh,SMILES
0,O=[N+]([O-])c1cc(-c2nc(-c3ccccc3)no2)ccc1NC1CCCC1
10,COc1ccccc1C(=O)N1CCN(c2cccc(Cl)c2)CC1
7,COc1ccc(NC(=O)CCC(C(C)=O)[N+](=O)[O-])cc1 (stereo not given)
13,O=C(c1ccc(F)cc1)N1CCc2cc(S(=O)(=O)N3CCOCC3)ccc21

Nothing new here: an excerpt of the list.
RBX1-CUL1 inh,SMILES
1,Cn1c(=O)c2c(nc3n(CCc4ccccc4)c(C(C)(C)C)cn23)n(C)c1=O
2,CCOC(=O)C1=C(c2ccccc2)N=c2s/c(=C/c3cccc([N+](=O)[O-])c3O)c(=O)n2C1c1cccc(OC)c1 (stereo not given)
-8,COCc1noc(-c2ccc(NCc3cccnc3)nc2)n1
11,Cc1ccc(C(C)C)c(OCC(O)CN2CCSCC2)c1 (stereo not given)
0,Cc1ccc(NC(=O)c2cnc(SCC(=O)N3CCOCC3)n(C)c2=O)cc1
-4,Cc1ccccc1OCC(=O)Nc1ccc(S(=O)(=O)N(Cc2ccccc2)c2ccccc2)cc1
0,CC(NC(=O)c1cc(Br)c(Br)s1)c1ccncc1 (stereo not given)
7,O=C1c2ccccc2-n2nnc(-c3ccco3)c21
7,CCC1CN(Cc2c(OC)cccc2OC)Cc2cc(OC)ccc2O1 (stereo not given)
0,Brc1ccc(-c2nnc3sc(CN4CCCCC4)cn23)cc1
3,Cc1ccc(C)c(NC(=O)COc2cc(Cl)c(Cl)cc2Cl)c1
3,CCCCC(=O)Oc1ccc(Cl)cc1
3,CCc1c(C)nc2nc(-c3ccccc3)nn2c1NCc1ccc(C)cc1
-3,CC(=O)c1cc(C(=O)N2CCCC(CCC(=O)N(C)CCc3ccccn3)C2)cs1 (stereo not given)
6,Cc1cc(C)n(CCC(=O)N=Nc2c(O)n(Cc3ccccc3)c3ccccc23)n1
3,Cc1ccc(NC(=O)CSc2ccc(-c3sc(-c4ccccc4)nc3C)nn2)cc1F
0,Cc1ccc(C(=O)Nc2ccc(N3CCC(NCC4(c5ccccc5)CCOCC4)CC3)cc2)c(C)c1
-9,CCOc1nc(SCCOc2ccccc2)nc(N(C)C)n1
5,COc1ccc(CCCC(=O)O)c2ccccc12
0,COc1cccc(C(=O)Nc2ccccc2-c2nc3ccccc3s2)c1
-9,CCOC(=O)c1[nH]ncc1[C@@H]1C[C@H]2CN(c3ccccc3)C(=O)[C@]23CCCN13
2,COc1ccc(-n2cc3c(-c4ccc(-c5ccccc5)cc4)nnc(C)c3n2)cc1
0,CC1=C(C(=O)NCc2cccc(Br)c2)C2(CCCCC2)OC1=O
8,O=C(C1CC1)N1CCCC(CCc2cccc(F)c2)C1 (stereo not given)
0,O=[N+]([O-])c1cc(-c2nc(-c3ccccc3)no2)ccc1NC1CCCC1
10,COc1ccccc1C(=O)N1CCN(c2cccc(Cl)c2)CC1
7,COc1ccc(NC(=O)CCC(C(C)=O)[N+](=O)[O-])cc1 (stereo not given)

A portion of the library. The share of hits here may be higher or lower than overall.
